Screening data as filed in PubChem BioAssay.
NPY Y2 blocker = antagonists of human neuropeptide Y receptor Y2. NPY-Y2 expressing cells, antagonist mode. inhibition, % at 2.7 µM. AID 793. hit rate 0.99% among 140,000. P49146; in the data active means inhibition above about 17%;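 further: 0% = vehicle with agonist challenge and 100% = reference antagonist with challenge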
Target sequence (P49146 whole entry, looked up): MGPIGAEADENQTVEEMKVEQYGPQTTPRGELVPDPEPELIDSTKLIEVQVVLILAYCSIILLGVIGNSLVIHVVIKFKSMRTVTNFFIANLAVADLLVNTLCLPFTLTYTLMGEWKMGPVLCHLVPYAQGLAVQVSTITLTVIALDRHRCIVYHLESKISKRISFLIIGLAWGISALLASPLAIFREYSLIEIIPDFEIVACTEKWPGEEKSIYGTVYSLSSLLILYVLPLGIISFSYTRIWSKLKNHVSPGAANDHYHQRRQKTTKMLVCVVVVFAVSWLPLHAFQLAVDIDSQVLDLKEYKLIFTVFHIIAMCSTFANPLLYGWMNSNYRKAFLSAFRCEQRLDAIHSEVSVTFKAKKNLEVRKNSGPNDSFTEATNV
Phagocytosis inh = inhibitors of macrophage phagocytosis; J774A.1 macrophage IgG-bead phagocytosis, imaging; inhibition, % at 5 µM; hit rate 0.07% among 110,000;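 active means inhibition above the mean of the plate negative controls plus 5 SD, cut at about 13% in these data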;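 further: phagocytic index as fraction of beads internalized from green versus red external bead signal; plate controls were DMSO negative control for no effect and cytochalasin-D positive control for full effect; some results beyond the cut were filed as inactive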
Measles CPE = protection of cells from measles virus; Measles virus-infected cells, CPE protection, absorbance; protection (pct of control), % at 4 µM; hit rate 1.5% among 140,000; AID 841; in the data active means protection mostly above about 24%, no sharp cut-off; inactive means mostly below about 26%; further: some compounds called inactive have numbers as strong as hits
HCT116 PTEN-null = suppresses growth of cells with PTEN deletion; HCT116 PTEN-null viability, CellTiter-Glo, 60 h; hits give low values; viability, % at 10 µM; hit rate 1.2% among 140,000; AID 827;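 active means viability at or below a set limit, 4 SD under the median of all tested compounds, cut at about 3.7% in these data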;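 further: PTEN knockout HCT116 line with beta catenin targeted HCT116 as companion control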
bCat KO growth = beta-catenin-lacking colon tumor cell growth suppression. HCT116 beta-catenin knockout viability, CellTiter-Glo, 60 h; hits give low values. viability, % at 10 µM. hit rate 1.5% among 140,000. AID 818;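 active means viability at or under a set limit, the compound median less 4 SD, cut at about 6% in these data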;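 further: 0% = Hyamine 1622 control at 20 µM and 100% = untreated cell control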
Yeast lifespan up = yeast lifespan extension; S. cerevisiae growth with nicotinamide, OD615; deaD strain in restrictive glucose medium; inhibition of the nicotinamide effect, % at 10 µM; hit rate 0.68% among 130,000;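 active means inhibition above a set limit, placed 3 SD over the median of all compounds, cut at about 26% in these data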;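 further: 0% = nicotinamide-treated wells and 100% = cells grown without nicotinamide; some compounds called inactive have numbers as strong as hits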
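Test system: DeaD-strain S. cerevisiae / Buffer or medium: restrictive glucose medium / Also added: nicotinamide 1.5 mM / Doses: one concentration, 10 µM, DMSO 0.25% / Schedule: 48 h at 30 °C / Signal: OD615 measurement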
BB579 growth dn = chemicals that inhibit yeast BB579 growth in restrictive medium (lifespan-shortening candidates) | hit rate 0.51% among 140,000 | AID 804 | S. cerevisiae BB579 growth, OD615, 48 h | inhibition, % at 10 µM;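 active means inhibition above a set limit, 3 SD over the mean compound inhibition, cut at about 44% in these data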; further: inactives centre near -24
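Test system: Saccharomyces cerevisiae DeaD strain BB579, replicative lifespan model yeast | Buffer or medium: Restrictive CSMM-D medium | Doses: One dose, 10 µM compound with 0.25% DMSO | Incubation: 48 h exposure, 30 °C | Detection: Culture absorbance at 615 nm | Control set: Amphotericin B at 10 µg/mL as positive control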
GALR2 antag = GALR2 (human) receptor antagonism; O43603; GALR2-expressing cells, antagonist mode; inhibition, % at 4 µM; hit rate 0.39% among 140,000; AID 828; in the data active means inhibition above about 27%;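 further: cells stimulated with galanin 1-16 at roughly its EC80; 0% = agonist challenge control and 100% = basal control without agonist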
Target sequence (O43603 whole entry, looked up): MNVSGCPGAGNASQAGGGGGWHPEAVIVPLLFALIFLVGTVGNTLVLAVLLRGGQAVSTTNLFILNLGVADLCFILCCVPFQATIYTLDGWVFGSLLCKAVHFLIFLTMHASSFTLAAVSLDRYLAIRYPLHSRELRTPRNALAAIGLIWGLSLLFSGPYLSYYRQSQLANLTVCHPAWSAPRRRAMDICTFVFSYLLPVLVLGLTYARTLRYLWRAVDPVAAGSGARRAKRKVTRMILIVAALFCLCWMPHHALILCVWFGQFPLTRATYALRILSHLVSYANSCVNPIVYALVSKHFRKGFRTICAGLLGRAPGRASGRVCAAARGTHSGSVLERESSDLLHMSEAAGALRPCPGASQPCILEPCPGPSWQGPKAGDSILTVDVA
E-sel TNF inh = blocks E-selectin expression induced by TNF alpha | HUVEC TNFa-induced E-selectin immunofluorescence, high content | inhibition, % at 2 µM | hit rate 0.71% among 120,000 | AID 1246;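 active means inhibition above the batch mean plus 3 SD, and confirmed as a hit on visual image review, cut at about 43% in these data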;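 further: 0% = TNF-stimulated DMSO wells and 100% = unstimulated control wells; not every result past the cut was called active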
MRP-1 activ = activates MRP-1; H69AR cells + doxorubicin, viability rescue, CellTiter-Glo; AID 799; viability increase, % at 10 µM; hit rate 0.61% among 140,000;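 active means viability gain under doxorubicin at or above a set limit, the compound median plus 3 SD, cut at about 4.7% in these data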;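 further: MRP-1 overexpressing cells given doxorubicin 25 µM after compound pretreatment; 18-22 h compound pretreatment then 72 h with doxorubicin before readout; 0% = doxorubicin-only wells and 100% = vehicle-treated cells without doxorubicin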
* = called active by the depositor. Compounds were not picked by outcome (roughly 6.1% active in at least one column).

Screening Cc1ccc(Cl)cc1NS(=O)(=O)c1c(C)[nH]c(=O)[nH]c1=O returned NPY Y2 blocker -0.3, Phagocytosis inh 0.2, Measles CPE 9.2, HCT116 PTEN-null 93.2, bCat KO growth 87.9, Yeast lifespan up -11.2, BB579 growth dn -23.4, GALR2 antag 4.5 and MRP-1 activ -0.8.
`COc1ccc(NC(=O)COC(=O)CNS(=O)(=O)c2ccc(C)cc2)c(OC)c1` gave NPY Y2 blocker 2.6, Phagocytosis inh -8.0, Measles CPE 1.6, HCT116 PTEN-null 94.2, bCat KO growth 90.5, Yeast lifespan up -2.5, BB579 growth dn -44.9, GALR2 antag -3.4, E-sel TNF inh -19.7 and MRP-1 activ 0.5.
Screening COc1ccc(Oc2coc3cc(OCC(=O)N4CCCCC4)ccc3c2=O)cc1 returned NPY Y2 blocker 0.2, Phagocytosis inh -6.7, Measles CPE 19.9, HCT116 PTEN-null 92.6, bCat KO growth 80.8, Yeast lifespan up -1.0, BB579 growth dn -26.8, GALR2 antag 2.9, E-sel TNF inh 30.3 and MRP-1 activ 0.8.
`COc1ccc(-c2nn(CCC(=O)O)cc2/C=C/C(=O)O)cc1[N+](=O)[O-]` gave NPY Y2 blocker 0.5, Phagocytosis inh -5.5, Measles CPE 14.7, HCT116 PTEN-null 86.5, bCat KO growth 90.8, Yeast lifespan up 0.4, BB579 growth dn -26.0, GALR2 antag 17.2 and MRP-1 activ -0.9.
CCCCc1c(C)c2ccc(OC)c(/C(C)=N\O)c2oc1=O was read as NPY Y2 blocker -0.7, Phagocytosis inh 0.7, Measles CPE 10.9, HCT116 PTEN-null 74.9, bCat KO growth 80.5, Yeast lifespan up -21.0, BB579 growth dn -12.6, GALR2 antag 6.3, E-sel TNF inh -21.2 and MRP-1 activ -4.9.
CC(c1nc2ccccc2c(=O)[nH]1)N1CCN(C)CC1 (stereo unspecified) was read as NPY Y2 blocker 1.7, Phagocytosis inh -1.6, Measles CPE 10.5, HCT116 PTEN-null 89.7, bCat KO growth 95.2, Yeast lifespan up -2.7, BB579 growth dn -4.5, GALR2 antag -14.2, E-sel TNF inh 7.4 and MRP-1 activ -0.8.
O=C(N/N=C\c1cn[nH]c1-c1ccccc1)c1cccs1 was read as NPY Y2 blocker 1.6, Phagocytosis inh -1.2, Measles CPE 6.9, HCT116 PTEN-null 92.6, bCat KO growth 98.3, Yeast lifespan up 0.4, BB579 growth dn -61.4, GALR2 antag 0.2, E-sel TNF inh 18.7 and MRP-1 activ -2.0.
`N#Cc1ccc(COC(=O)Cn2nnc(-c3ccccc3)n2)cc1` gave NPY Y2 blocker 5.9, Measles CPE 7.2, HCT116 PTEN-null 97.4, bCat KO growth 101.5, Yeast lifespan up -8.0, BB579 growth dn -30.2, GALR2 antag -5.5, E-sel TNF inh -41.6 and MRP-1 activ -1.0.
`O=C(O)CCC(=O)Nc1ccc(N2CCCCC2)c(C(=O)O)c1` gave NPY Y2 blocker -1.9, Measles CPE 18.8, HCT116 PTEN-null 117.0, bCat KO growth 97.4, BB579 growth dn 14.8, GALR2 antag 1.1, E-sel TNF inh -25.0 and MRP-1 activ -1.8.
`COC(=O)c1cccc(NC(=O)/C=C/c2ccc([N+](=O)[O-])cc2)c1` gave NPY Y2 blocker 1.8, Phagocytosis inh -10.0, Measles CPE 7.7, HCT116 PTEN-null 94.7, bCat KO growth 94.4, Yeast lifespan up 0.4, BB579 growth dn -36.6, GALR2 antag 7.0, E-sel TNF inh 15.4 and MRP-1 activ -1.4.
Screening COc1ccccc1OCC(O)Cn1c(=N)n(CCN2CCCCC2)c2ccccc21 (stereo unspecified) returned NPY Y2 blocker 44.9*, Phagocytosis inh 0.0, Measles CPE 4.7, HCT116 PTEN-null 29.6, bCat KO growth 25.4, Yeast lifespan up -6.6, BB579 growth dn -37.0, GALR2 antag 19.0, E-sel TNF inh 2.8 and MRP-1 activ -2.4.
CC(C)Cc1nnc(NC(=O)CCC(=O)Nc2ccc(F)cc2)s1 was read as NPY Y2 blocker 0.5, Phagocytosis inh 0.0, Measles CPE 4.5, HCT116 PTEN-null 98.7, bCat KO growth 92.7, Yeast lifespan up -11.8, BB579 growth dn -35.5, GALR2 antag 0.8, E-sel TNF inh 11.2 and MRP-1 activ 0.1.
For COc1ccc(-c2noc(CN(C)S(=O)(=O)c3ccc(C)cc3)n2)cc1 the results were NPY Y2 blocker -1.2, Phagocytosis inh -4.6, Measles CPE 24.9, HCT116 PTEN-null 94.1, bCat KO growth 75.8, Yeast lifespan up -4.5, BB579 growth dn -70.3, GALR2 antag -2.7, E-sel TNF inh -6.3 and MRP-1 activ -1.1.
Screening COc1ccc(Cl)cc1C(=O)n1nc(C)cc1C returned NPY Y2 blocker 1.9, Phagocytosis inh 0.5, Measles CPE 1.8, HCT116 PTEN-null 83.2, bCat KO growth 88.3, Yeast lifespan up -10.6, BB579 growth dn 8.4, GALR2 antag -21.6, E-sel TNF inh -1.2 and MRP-1 activ -0.7.
`CN1CCN(C(=O)c2cnn3c(C(F)F)cc(C4CC4)nc23)CC1` gave NPY Y2 blocker -1.3, Phagocytosis inh -0.4, Measles CPE 6.3, HCT116 PTEN-null 101.7, bCat KO growth 96.0, Yeast lifespan up 2.4, BB579 growth dn -26.8, GALR2 antag -5.3, E-sel TNF inh -6.6 and MRP-1 activ -0.1.
CN(CCOC(=O)c1ccco1)Cc1ccccc1 was read as NPY Y2 blocker 2.2, Phagocytosis inh 1.1, Measles CPE 5.7, HCT116 PTEN-null 108.8, bCat KO growth 102.0, Yeast lifespan up -2.2, BB579 growth dn -30.5, GALR2 antag -20.2, E-sel TNF inh 13.8 and MRP-1 activ -1.4.
C=CCn1c(SCC(=O)NCc2ccccc2)nnc1C1CCCCC1 was read as NPY Y2 blocker 8.3, Phagocytosis inh -0.9, Measles CPE 5.0, HCT116 PTEN-null 91.6, bCat KO growth 90.0, Yeast lifespan up -18.3, BB579 growth dn -13.2, GALR2 antag 0.9, E-sel TNF inh -8.6 and MRP-1 activ -2.3.
Cc1ccc(C)c(OCCOCCN2CCOCC2)c1 was read as NPY Y2 blocker 0.2, Phagocytosis inh 10.0, Measles CPE 26.4, HCT116 PTEN-null 87.6, bCat KO growth 101.6, Yeast lifespan up -15.5, BB579 growth dn -23.3, GALR2 antag -1.6, E-sel TNF inh -18.5 and MRP-1 activ -1.8.
Screening CCN1/C(=C/C(C)=O)Sc2ccc(OC)cc21 returned NPY Y2 blocker 4.4, Phagocytosis inh -0.1, Measles CPE 8.3, HCT116 PTEN-null 64.6, bCat KO growth 46.0, Yeast lifespan up -15.4, BB579 growth dn -9.9, GALR2 antag -5.5, E-sel TNF inh 1.4 and MRP-1 activ -5.2.
`O=C(CSc1n[nH]c(-c2ccncc2)n1)NCCc1ccccc1` gave NPY Y2 blocker 6.9, Phagocytosis inh -0.3, Measles CPE 2.4, HCT116 PTEN-null 99.7, bCat KO growth 88.3, Yeast lifespan up -20.5, BB579 growth dn -10.9, GALR2 antag -5.3, E-sel TNF inh 9.1 and MRP-1 activ -1.9.
C=CCNC(=O)c1ccccc1Cl was read as NPY Y2 blocker -0.9, Measles CPE 2.1, HCT116 PTEN-null 99.7, bCat KO growth 101.6, Yeast lifespan up -5.1, BB579 growth dn -9.6, GALR2 antag -9.5 and MRP-1 activ -0.6.
`C=CCNC(=O)CSc1nnc(-c2ccncc2)n1CCc1ccccc1` gave NPY Y2 blocker 2.3, Measles CPE 18.1, HCT116 PTEN-null 104.4, bCat KO growth 95.0, BB579 growth dn -10.6, GALR2 antag -6.3, E-sel TNF inh 2.0 and MRP-1 activ -3.2.
Screening Cn1c(-c2ccc(C=O)s2)nc2c3ccccc3c3ccccc3c21 returned NPY Y2 blocker -1.6, Phagocytosis inh 1.1, Measles CPE 5.0, HCT116 PTEN-null 7.0, bCat KO growth 25.0, Yeast lifespan up -13.0, BB579 growth dn -66.1, GALR2 antag 3.2, E-sel TNF inh -5.5 and MRP-1 activ -1.1.
For CC(C)(C)c1cc2cccnc2n1Cc1cccc(F)c1 the results were NPY Y2 blocker 6.3, Measles CPE 2.6, HCT116 PTEN-null 80.5, bCat KO growth 90.7, Yeast lifespan up 16.3, BB579 growth dn -52.0, GALR2 antag 2.1 and MRP-1 activ -1.3.
`CC(C)C(=O)NCCc1nc2ccccc2n1C` gave NPY Y2 blocker 0.1, Phagocytosis inh 0.8, Measles CPE 21.7, HCT116 PTEN-null 97.0, bCat KO growth 96.5, Yeast lifespan up -3.3, BB579 growth dn -13.6, GALR2 antag -9.2, E-sel TNF inh 16.9 and MRP-1 activ -0.5.
Screening O=C(Nc1ccc(F)cc1)c1ccc(CSc2ccccc2)o1 returned NPY Y2 blocker 9.1, Phagocytosis inh -10.7, Measles CPE 5.0, HCT116 PTEN-null 86.8, bCat KO growth 97.3, Yeast lifespan up -8.7, BB579 growth dn -13.5, GALR2 antag 6.5 and MRP-1 activ 0.1.
Screening Cc1ccc(-c2nc(C)sc2CC(=O)OCC(=O)Nc2cccc([N+](=O)[O-])c2)cc1 returned NPY Y2 blocker -0.8, Measles CPE 14.6, HCT116 PTEN-null 99.3, bCat KO growth 98.0, Yeast lifespan up -6.1, BB579 growth dn 4.2, GALR2 antag 8.3, E-sel TNF inh -1.8 and MRP-1 activ -2.8.
Screening N#Cc1c(NC(=O)c2cc([N+](=O)[O-])ccc2N2CCOCC2)sc2c1CCCC2 returned NPY Y2 blocker 0.0, Phagocytosis inh 4.6, Measles CPE 2.2, HCT116 PTEN-null 86.9, bCat KO growth 89.0, Yeast lifespan up -3.7, BB579 growth dn -56.2, GALR2 antag 11.9, E-sel TNF inh 5.4 and MRP-1 activ -1.6.
CCCC(=O)C1=C(O)C(C(=O)OC)C(C)(C)CC1=NC(C)(C)C (stereo unspecified) was read as NPY Y2 blocker 1.4, Phagocytosis inh 0.2, Measles CPE 3.4, HCT116 PTEN-null 93.9, bCat KO growth 94.3, Yeast lifespan up 6.8, BB579 growth dn -55.3, GALR2 antag -4.0, E-sel TNF inh 3.5 and MRP-1 activ -1.6.
For COc1ccccc1CNC(=O)c1csc(Cc2ccc(Cl)cc2)n1 the results were NPY Y2 blocker 4.3, Measles CPE 18.8, HCT116 PTEN-null 73.3, bCat KO growth 73.1, Yeast lifespan up -2.2, BB579 growth dn -87.1, GALR2 antag -3.9, E-sel TNF inh -21.6 and MRP-1 activ 4.0.
Screening CC1(C)C(N(O)C(=O)Nc2ccc(Cl)cc2)N(c2ccc(Cl)cc2)C(=O)N1CC(=O)NN (stereo unspecified) returned NPY Y2 blocker -0.2, Phagocytosis inh 0.4, Measles CPE 29.2, HCT116 PTEN-null 68.7, bCat KO growth 69.8, Yeast lifespan up -14.3, BB579 growth dn -2.7, GALR2 antag -7.7, E-sel TNF inh 13.7 and MRP-1 activ -2.6.
